Assay outcomes: PubChem, National Center for Advancing Translational Sciences (NCATS)
Lipid storage S3: qHTS Assay for Lipid Storage Modulators in Drosophila S3 Cells | lipid storage change, negative = inhibition, % at the top dose, mostly 46.1 µM; hits show Potency in µM | 320,000 compounds, 0.64% hits | AID 2685 | Drosophila S3 cells, BODIPY lipid droplet fluorescence, 18-24 h; cells fed with added oleic acid; active means well fitted inhibition curve with a large enough effect in the signal ratio, with a control signal flat, not every such curve was filed as active; inconclusive means small, poorly fitted or top-dose-only effect, or effect the other way, or a change in a side signal; the % refers to the signal ratio
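Drosophila S3 cells got compounds at several concentrations plus oleic acid (400 uM solution). Laser-scanning cytometry with 488 nm excitation read lipid droplets at 500-530 nm and cells at 575-640 nm. Percent activity was relative to 20 uM Triacsin C.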
Lipid storage S3 cell count max: second read-out of Lipid storage S3, no call of its own (marks repeat the call); cell number change, %; measured here: cell count max response;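 cells counted by Cell Tracker Red CMTPX staining in the red channel; peak over a dose series mostly up to 46.1 µM; percent activity relative to internal control wells on each plate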
* = called active by the depositor; i = inactive; ? = inconclusive; nt = no result given. On the % scale 0 is the no-effect control and ±100 the full control effect; potency means the concentration at half of the fitted maximal effect.

Lipid storage S3 | Lipid storage S3 cell count max | SMILES
? | nt | COc1cccc(CNC(=O)C2Cc3cc(S(=O)(=O)N4CCCC4)ccc3N2C(C)=O)c1OC (stereo unspecified)
i | nt | O=C(NC1CCCC1)C1(c2ccccc2)CCN(S(=O)(=O)c2ccccc2)CC1
-1% | 3 | Clc1ccc(CNCc2cccs2)cc1Cl
16% | -9 | O=C(c1ccc(F)cc1)N1CCC(C(=O)N(Cc2ccccc2)c2ccccc2)CC1
? | nt | CCNS(=O)(=O)c1ccc(NS(C)(=O)=O)cc1
? | nt | Oc1cccc2ccc(/C=C/c3ccccc3Br)nc12
i | -15 | O=c1[nH]c(-c2ccc3c(c2)OCO3)nc2c1sc(=S)n2-c1ccccc1
-3% | 8 | CCNC(=O)COc1ccc(S(=O)(=O)Nc2ccccc2)cc1
-15% | -24 | OC(COCc1ccccc1)Cn1cnc2ccccc21 (stereo unspecified)
? | nt | NC(=S)Nc1cccc2cc3ccccc3cc12
i | nt | Cc1ccc(OCCCCNC2CCCCC2)c(C)c1
? | nt | Cc1ccc(-c2csc(NC(=O)c3ccco3)n2)cc1C
22% | 1 | Fc1ccc(N2CCN(Cc3nnc(-c4ccccc4)o3)CC2)cc1
i | 12 | Fc1ccc(CNC(=S)NCc2ccccc2)cc1
? | nt | Cc1cc(OCCn2cc(/C(N)=N/O)c3ccccc32)ccc1Cl
? | nt | Cc1c(OC(=O)c2ccc([N+](=O)[O-])cc2)c2c(c[n+]1C)COC(C)(C)OC2
? | nt | C/C(=N\NC(=O)C1CC1)c1cccc(NC(=O)c2cccc(Cl)c2)c1
i | 11 | Cc1c(C)c2ccc(OCC(=O)Nc3ccc(S(N)(=O)=O)cc3)c(C)c2oc1=O
? | nt | COc1ccc(CCNS(=O)(=O)c2cccc3nsnc23)cc1OC
? | nt | Cc1cc(Cl)c(S(=O)(=O)NC(C(=O)O)C(C)C)cc1OCC(=O)NC1CCCCC1 (stereo unspecified)

Additional compounds follow.
Lipid storage S3 | Lipid storage S3 cell count max | SMILES
9% | -4 | O=C(NC1CC1)C1=C[C@@H](C2CCCCC2)C[C@@H](OCc2ccc(CO)cc2)O1
i | 3 | CCc1sc(C(=O)NCc2ccco2)cc1Br
-1% | -4 | Cc1cc([N+](=O)[O-])nn1CC(=O)NNC(=S)Nc1ccc(Cl)cc1
? | nt | CCN1CCC2(CCN(C(=O)c3cc(COc4cc(C)ccc4C)on3)C2)C1 (stereo unspecified)
? | nt | Cc1c(OC(C)C(=O)N2C[C@H]3C[C@@H](C2)c2cccc(=O)n2C3)ccc2c3c(c(=O)oc12)CCCC3 (stereo partly specified)
i | nt | CCOC(=O)c1ccccc1NC(=O)c1c(O)c2ccccc2n(CC)c1=O
? | nt | COC(=O)c1c(C)[nH]c(C(=O)OCC(=O)NCC(C)C)c1C
20% | 2 | CCOc1ccccc1N1CCN(C(=O)c2ccc(-c3ccc(OC(C)=O)cc3)cc2)CC1
? | nt | O=C(CSc1nnc2c(n1)[nH]c1ccccc12)Nc1cccc(S(=O)(=O)N2CCOCC2)c1
16% | 8 | COc1ccc(Br)cc1/C=C\C(=O)NCc1cccnc1
? | nt | O=C(NCCN1CCCCCC1)C1CCN(S(=O)(=O)N2CCOCC2)CC1
i | 23 | O=C(CN1CCN(Cc2ccc3c(c2)OCO3)CC1)Nc1ccc2c(c1)OCO2
17% | -7 | O=C(OCc1ccccc1Cl)c1ccc(-n2cnnc2)cc1
12% | 6 | COc1cc(C2NC(=O)NC(c3ccccc3)=C2C(C)=O)c(Br)c(Br)c1O (stereo unspecified)
9% | 5 | COP(=O)(OC)c1nc(-c2cccc3ccccc23)oc1N1CCOCC1
9% | -22 | O=C(NNC(=S)NC(=O)c1ccc(Br)cc1)c1ccc([N+](=O)[O-])cc1
? | nt | CC(NC(=O)CC1CCCCC1)c1ccccc1 (stereo unspecified)
i | -11 | COC(=O)c1cn(-c2ccc(F)cc2)c(=O)c2ccccc12
? | nt | O=c1c2[nH]c3ccccc3c2ncn1Cc1ccccn1
? | nt | O=C(O)CCC(=O)Nc1ccc(-c2csc(Nc3cccc4ccccc34)n2)cc1

Next entries
Lipid storage S3 | Lipid storage S3 cell count max | SMILES
-1% | -1 | CCOc1cc(S(=O)(=O)n2cnc(C)c2)ccc1Cl
? | nt | COCCN(C(=O)COC(=O)COc1ccc(Cl)c(C)c1)c1c(N)n(Cc2ccccc2)c(=O)[nH]c1=O
? | nt | CCCCNc1c(-c2ccc(SC(C)CC)c(OC)c2)nc2ccc(C)cn12 (stereo unspecified)
? | nt | O=C(CCl)NC(=O)NC12CC3CC(CC(C3)C1)C2
3% | 0 | CC1(C)CC(=O)C(C=NCCCn2ccnc2)=C(O)C1
-5% | -9 | CCn1c(=O)c2cc(C(=O)N3CCCC3)sc2c2ccccc21
8% | 22 | Cc1ccc(N=C2c3ccccc3C(=O)C2[N+](=O)[O-])cc1C (stereo unspecified)
? | nt | O=C(Nc1ccc(C(=O)NCc2ccccc2)cc1)C1=CSCCO1
? | nt | CC1CCc2c(sc(/N=C/N(C)C)c2C#N)C1 (stereo unspecified)
? | nt | O=C(Nn1cnc2ccccc2c1=O)c1c(F)cccc1F
6% | 6 | Cc1ccc(-c2ccc(SCC(=O)c3ccccc3)nn2)cc1
12% | -14 | CC1CN(CCC(=O)Nc2ccc3c(c2)CCC3)CC(C)O1 (stereo unspecified)
-17% | -15 | CC1(C)C2([N+](=O)[O-])CN3CC1([N+](=O)[O-])CN(C2)C3c1ccccc1 (stereo unspecified)
7% | -5 | CCC(C(=O)NC1CCCC1)N(C(=O)c1snc(C(N)=O)c1N)c1ccc2c(c1)OCCO2 (stereo unspecified)
? | nt | COc1ccc(-n2ccnc2SCC(=O)NCc2ccc(F)cc2)c(OC)c1
? | nt | CCCCn1c(=O)c(CCC(=O)OCC(=O)NC(=O)NCCOC)nc2ccccc21
? | nt | COc1ccc(OC)c(NC(=O)C2CCN(S(=O)(=O)c3ccc4c(c3)CC(C)N4C(C)=O)CC2)c1 (stereo unspecified)
10% | -14 | Cc1ccc(C)c(NS(=O)(=O)c2cc(C(=O)NCc3ccccn3)ccc2Cl)c1
25% | 23 | Cc1cc(C(=O)NCCc2ccccc2)ccc1[N+](=O)[O-]
? | nt | CCOC(=O)CCc1c(C)nc(SCC(=O)O)c(C#N)c1C

Exported field by field: part of the list above
mol: CCn1c(=O)c2cc(C(=O)N3CCCC3)sc2c2ccccc21
  Lipid storage S3 = -5% | Lipid storage S3 cell count max = -9
mol: O=C(CCl)NC(=O)NC12CC3CC(CC(C3)C1)C2
  Lipid storage S3 = ? | Lipid storage S3 cell count max = nt
mol: CCCCNc1c(-c2ccc(SC(C)CC)c(OC)c2)nc2ccc(C)cn12 (stereo unspecified)
  Lipid storage S3 = ? | Lipid storage S3 cell count max = nt
mol: CCCCn1c(=O)c(CCC(=O)OCC(=O)NC(=O)NCCOC)nc2ccccc21
  Lipid storage S3 = ? | Lipid storage S3 cell count max = nt

The list continues.
Lipid storage S3 | Lipid storage S3 cell count max | SMILES
? | nt | O=C(COC(=O)CNC(=O)c1ccccc1Cl)Nc1ccccc1Cl
-7% | -16 | Cc1ccc(Cl)cc1N1CCN(C(=O)CN(c2ccccc2)S(=O)(=O)N(C)C)CC1
i | -1 | CCCCNC(=O)c1ccccc1NC(=O)C1=C(C)OCCS1
7% | -4 | COc1cc2c(cc1OC)C(c1cccs1)N(C(=O)c1cccc(S(=O)(=O)N(C)C)c1)CC2 (stereo unspecified)
? | nt | CCOC(=O)/C=C1\SCC(=O)N1CC(=O)NCc1ccc(OC)c(OC)c1
19% | -16 | CC(C)c1ccc(NC(=O)C2CC3CCC2C3)cc1 (stereo unspecified)
? | nt | CC(C)(C)c1ccc(C(=O)NCC(=O)N/N=C/c2ccccc2OCC(=O)O)cc1
14% | 3 | COc1ccc(CCNC(=O)C/C(C)=N/NC(=O)C23CC4CC(CC(C4)C2)C3)cc1OC
? | nt | COc1ccc(/C=C(/NC(=O)c2ccccc2)C(=O)NC2CCS(=O)(=O)C2)cc1 (stereo unspecified)
? | nt | CCOc1ccc(/C=N/N(C)c2ccccc2)cc1OC
13% | 7 | COc1ccc(/C=C/CN2CCN(Cc3ccccc3)C(CCO)C2)cc1 (stereo unspecified)
? | nt | Cc1ccc(S(=O)(=O)N2CCN(CC(=O)Nc3ccnn3C3CCCC3)CC2)cc1
3% | -14 | Cc1cccn2c(=O)nc(SCC(=O)NCc3ccco3)nc12
? | nt | CCCCCn1c(CN2CCN(c3cccc(Cl)c3)CC2)nc2c1c(=O)[nH]c(=O)n2C
16% | -21 | O=C(O)CCCCCNC(=O)c1ccccc1Br
6% | 9 | CC(Oc1cccnc1[N+](=O)[O-])C(=O)Nc1cccc(Cl)c1 (stereo unspecified)
? | nt | O=C(Cn1c(=O)c2cccn2c2ccc(F)cc21)NCCCN1CCN(c2ccccc2F)CC1
? | nt | O=C(Cn1cnc2ccccc2c1=O)c1cccs1
? | nt | O=C(Cn1cnc2ccc(Br)cc2c1=O)c1cccs1
? | nt | O=C(NC1CCCc2ccccc21)c1cccnc1 (stereo unspecified)

Record cards, from the list above:
Record of `O=C(Cn1cnc2ccccc2c1=O)c1cccs1` : Lipid storage S3 = ?; Lipid storage S3 cell count max = nt
Record of `COc1ccc(CCNC(=O)C/C(C)=N/NC(=O)C23CC4CC(CC(C4)C2)C3)cc1OC` : Lipid storage S3 = 14%; Lipid storage S3 cell count max = 3
Record of `CCCCNC(=O)c1ccccc1NC(=O)C1=C(C)OCCS1` : Lipid storage S3 = i; Lipid storage S3 cell count max = -1

3 entries out of the list above, sorted by the value under Lipid storage S3, highest first.
Lipid storage S3 | Lipid storage S3 cell count max | SMILES
19% | -16 | CC(C)c1ccc(NC(=O)C2CC3CCC2C3)cc1 (stereo unspecified)
14% | 3 | COc1ccc(CCNC(=O)C/C(C)=N/NC(=O)C23CC4CC(CC(C4)C2)C3)cc1OC
13% | 7 | COc1ccc(/C=C/CN2CCN(Cc3ccccc3)C(CCO)C2)cc1 (stereo unspecified)

The results go on:
Lipid storage S3 | Lipid storage S3 cell count max | SMILES
-1% | 6 | c1ccc(SCc2nc3ccccc3[nH]2)cc1
-11% | -14 | Cc1ccc(-c2nc(S(=O)(=O)c3ccc(F)cc3)c(SCC(=O)NCC3CCCO3)o2)cc1 (stereo unspecified)
? | nt | COc1ccc(/C=C/C(=O)NC(=S)NNC(=O)Cc2cccs2)cc1
? | nt | Cc1ccccc1NCC(=O)c1ccc(Br)cc1
? | nt | O=C(NC1CCCCCC1)c1cc2n(n1)C(C(F)(F)F)CC(c1ccco1)N2 (stereo unspecified)
? | nt | N#CC1=C(S)N(c2ccccc2)C2(CCCCC2)NC1=O
? | nt | COC(=O)c1ccc(NC(=O)C(C)Oc2ccccc2)cc1 (stereo unspecified)
-15% | -15 | CCN(CC(=O)Nc1c(F)cccc1F)C(=O)C1CC(=O)N(CCc2ccc(OC)c(OC)c2)C1 (stereo unspecified)
? | nt | CCOC(=O)c1c(CC(C)C)csc1NC(=O)COC(=O)c1cc(OC)c(OC)cc1[N+](=O)[O-]
? | nt | CCCn1c(C)cc(/C=C(\C#N)C(=O)OCC(=O)Nc2cccc(S(N)(=O)=O)c2)c1C
? | nt | N=C1c2ccccc2CN1NC(=O)c1cccc(S(=O)(=O)N2CCCCC2)c1
i | nt | O=C(CCN1C(=O)/C(=C/c2ccccc2F)SC1=S)NC1C=CS(=O)(=O)C1 (stereo unspecified)
? | nt | C/C(=N\NC(=O)C(C)Sc1ccccc1)c1ccc([N+](=O)[O-])cc1 (stereo unspecified)
10% | -8 | Cc1ccc(NC(=O)c2ccc3c(c2)OCCO3)cc1
-4% | 4 | C/C(=N\O)c1ncc(C(F)(F)F)cc1Cl
? | nt | Cc1cc(C)c(N2C(=NC(=O)CCCC(=O)O)SC3CS(=O)(=O)CC32)c(C)c1 (stereo unspecified)
-8% | 0 | O=P(O)(O)c1cc(-c2ccccc2)oc1-c1ccccc1
0% | 16 | O=C(CN1C(=O)NC2(CCCCCC2)C1=O)NC1CC1
? | nt | CCN(CC)c1ccc(C(=O)OCC(=O)N(C)Cc2ccccc2)cc1
? | nt | C/C(=N\NC(=O)C(=O)Nc1c(C)n(C)n(-c2ccccc2)c1=O)c1ccncc1

Further records.
Lipid storage S3 | Lipid storage S3 cell count max | SMILES
? | nt | CCN(CC(=O)Nc1c(F)cccc1F)C(=O)CCC(=O)c1ccc(F)cc1
? | nt | CCc1nc2ccccc2c(C(=O)OCC(=O)NCc2ccc3c(c2)OCO3)c1C
-6% | 12 | COc1ccc(C2/C(=C(/O)c3ccccc3)C(=O)C(=O)N2c2ccccn2)cc1OC (stereo unspecified)
i | 8 | O=C(CN(Cc1ccccc1)C(=O)CCC(=O)Nc1ccccn1)NCc1ccc(F)cc1
3% | nt | O=C(NC1CCCCCCC1)NC1CCCCC1
-9% | 14 | O=C1C(=O)N(CC2CCCO2)C(c2ccccc2[N+](=O)[O-])/C1=C(/O)c1ccccc1 (stereo unspecified)
i | 18 | Cc1nccn1-c1c2c(c(C#N)c3nc4ccccc4n13)CCC2

An excerpt; rates above refer to the full screens.
